ELG1 DNA repair: inhibitors of ELG1-dependent DNA repair in HEK293T cells; Potency, µM (top dose mostly 46.1 µM), for inactives: at the highest dose activity change, negative = inhibition, usual class: inhibitors; AID 504467; HEK293T ELG1-luciferase reporter, luminescence, 16 h; DNA damage induced by 5-fluorouridine; 330,000 compounds, 2.3% hits; note: potency is the fitted concentration of half-maximal effect; % is set by controls: 0 for no effect and ±100 for the full control effect; nearly all actives have a fitted effect of over 55% in size
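5-Fluorouridine DNA damage + compound/DMSO, 2,000 cells/well, 16 h, 37 °C/5% CO2. ONE-Glo, 30 min RT, luminescence. Readout = decrease in reporter signal.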
PTAP TSG101 blk: blocks PTAP/TSG101 interaction to inhibit HIV-1 budding. 340,000 tested, under 10 active. Potency, µM (titrated, usually from 115 µM), inactives show at the top dose activity change, negative = inhibition, usual class: inhibitors. Q99816. AID 493005. Fluorescence polarization, FITC-PTAP peptide / Tsg101 binding; active = well fitted inhibition curve with a large enough effect in the main read-out, with a control signal flat, not every such curve was filed as active; inconclusive = small, poorly fitted or top-dose-only effect, or effect the other way, or a change in a side signal; inactive = no such curve, though single readings can be large or run the other way; note: potency is the fitted concentration of half-maximal effect; % of control where 0% means no effect
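Compounds were pin-transferred onto Tsg101 binding domain (10 uM final) in HEPES pH 7.5 buffer, then FITC-PTAP peptide was added at 50 nM final. After 20 min at RT, polarization reported peptide displacement across a qHTS concentration series.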
Chronic BCR inh: blocks chronic active B-cell receptor signaling; ABC-DLBCL IkBa-CBG/CBR reporter, luminescence ratio, 4 h; Potency, µM (titrated, usually from 46.1 µM), for inactives: at the highest dose ratio change, negative = lower green/red ratio, actives largely listed as inhibitors; 340,000 compounds, 0.05% hits; AID 493014; active = well fitted inhibition curve with a large enough effect in the signal ratio, with a control signal flat, not every such curve was filed as active; inconclusive = small, poorly fitted or top-dose-only effect, or effect the other way, or a change in a side signal; the % refers to the signal ratio;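 note: potency is the fitted concentration of half-maximal effect; plate controls were basal doxycycline-induced cells for no effect and cells given 10 µM MG132 for full effect; MG132 reads +100%, hits lower the ratio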
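TMD8 human ABC-DLBCL cells with doxycycline-inducible IκBα–green luciferase fusion and unfused red luciferase, in 0.5% FBS medium; compounds up to 46 uM, 4 h at 37C. Green/red luminescence ratio, filter-overlap corrected, fitted to concentration-response curves.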
A-T KAP1 phos: potential ataxia-telangiectasia treatment; […] A-T fibroblasts, KAP-1 phosphorylation AlphaLISA; neocarzinostatin DNA damage 30 min before lysis; AID 485349; 320,000 compounds, 0.19% hits; Potency, µM (titrated, usually from 57.5 µM), for inactives: at the highest dose activation, hits mostly activators; note: potency is the fitted concentration of half-maximal effect; % of control where 0% means no effect; nearly all actives have a fitted effect of over 45% in size
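ATM-like activity read as KAP-1 phosphorylation via AlphaLISA donor/acceptor antibody pairs after lysis and 6 hr at 25C. Cells were ATM-null patient fibroblasts ([…], hTERT), dosed 60 min, then exposed to the DSB inducer NCS for 30 min.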
TSHR antag: blocks TSH signaling through the human TSH receptor; TSHR-expressing cells, TSH-stimulated cAMP HTRF, 2 h; stronger effect = lower value; P16473; activity change, negative = inhibition, % at 11.5 µM; 330,000 compounds, 0.2% hits;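 active = activity change below a set negative limit, meaning inhibition stronger than a set level, cut at about -70% in these data; inconclusive = activity change between two set negative limits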; note: % is set by controls: 0 for no effect and ±100 for the full control effect
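TSHR-expressing cells, 200/well, pre-treated with compound, then stimulated with EC80 TSH (4nM final) for 2 hours at 37 deg C. cAMP measured by competitive HTRF: anti-cAMP cryptate antibody in lysis buffer plus cAMP-d2, read after 30 minutes at room temperature.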
S-ASM inh: inhibitors of human secretory acid sphingomyelinase; P17405; placental ASM, HMU-PC fluorogenic substrate, 60 min; Potency, µM (titrated, usually from 57.5 µM), without a hit: top-dose activity change, negative = inhibition, usual class: inhibitors; 340,000 compounds, 0.006% hits; AID 504937; note: potency is the fitted concentration of half-maximal effect
Target sequence (P17405 47-631 limits assumed): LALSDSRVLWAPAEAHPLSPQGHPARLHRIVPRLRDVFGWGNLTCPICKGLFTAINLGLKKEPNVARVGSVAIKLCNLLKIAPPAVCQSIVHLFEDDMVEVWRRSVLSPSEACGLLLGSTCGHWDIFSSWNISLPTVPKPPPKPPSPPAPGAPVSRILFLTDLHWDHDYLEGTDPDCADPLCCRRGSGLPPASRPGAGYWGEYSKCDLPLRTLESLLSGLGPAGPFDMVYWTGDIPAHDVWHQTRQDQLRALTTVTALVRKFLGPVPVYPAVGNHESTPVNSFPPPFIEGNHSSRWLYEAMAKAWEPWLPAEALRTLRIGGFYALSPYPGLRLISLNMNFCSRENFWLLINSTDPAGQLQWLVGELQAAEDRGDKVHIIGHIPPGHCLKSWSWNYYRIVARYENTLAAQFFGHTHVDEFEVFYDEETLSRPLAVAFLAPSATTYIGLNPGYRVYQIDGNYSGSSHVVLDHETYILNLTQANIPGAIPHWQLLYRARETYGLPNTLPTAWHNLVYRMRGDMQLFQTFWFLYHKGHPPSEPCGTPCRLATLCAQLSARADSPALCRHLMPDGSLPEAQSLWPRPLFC
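Fluorescence read-out (Ex 386 nm, Em 447 nm) after stopping the reaction at pH 10. Enzyme: ASM from human placenta; substrate HMU-PC0, 9 uM final; 60 min, 37 °C. Compound preincubation 10 min, ambient temperature.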
Integrin act MD: activators of alpha7 integrin expression for muscular dystrophy; alpha7betagal myoblasts, beta-gal FDG fluorescence, 48 h; Potency, µM (top dose mostly 38.3 µM), without a hit: at the top dose activation, usual class: activators; 350,000 compounds, 0.064% hits; AID 624291;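 note: potency is the fitted concentration of half-maximal effect; 100% = response of the positive control SU9516; nearly all actives have a fitted effect of over 60% in size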
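alpha7betagal+/- myoblasts (passage 13, 250/well) treated 48 h at 37C with compounds at 1:260 dilution of DMSO stock. Lysed, then beta-galactosidase activity read as FDG fluorescence (ex 480/em 540) after 30 min, with pre-read for autofluorescence.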
Eya2 phos inh: blocks the phosphatase activity of human Eya2. Potency, µM (series often up to 76.9 µM), without a hit: at the top dose activity, negative = inhibition, hits mostly inhibitors. 330,000 compounds, 0.006% hits. AID 488837. recombinant Eya2, OMFP fluorescence dephosphorylation (OMFP is methylfluorescein phosphate); note: potency is the fitted concentration of half-maximal effect; % is set by controls: 0 for no effect and ±100 for the full control effect
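Eya2 protein (added as 0.2 uM solution) was preincubated with compound for 10 min at ambient temperature in 50 mM HEPES pH 7.5, 50 mM NaCl, 5 uM MgCl2, 0.05% BSA, 1 mM DTT. OMFP (added at 50 uM) then reacted 10 min; fluorescence read at 485/525 nm.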
Tb PFK block: inhibitors of T. brucei phosphofructokinase; O15648; T. brucei PFK, ADP-Glo luminescence; Potency, µM (titrated, usually from 57.5 µM), inactives show top-dose activity, negative = inhibition, actives largely listed as inhibitors; 330,000 compounds, 0.17% hits; AID 485367;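 note: potency is the fitted concentration of half-maximal effect; 0% = uninhibited 1x PFK enzyme wells and -100% = no-enzyme wells; nearly all actives have a fitted effect of over 60% in size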
Target sequence (O15648 whole entry, looked up): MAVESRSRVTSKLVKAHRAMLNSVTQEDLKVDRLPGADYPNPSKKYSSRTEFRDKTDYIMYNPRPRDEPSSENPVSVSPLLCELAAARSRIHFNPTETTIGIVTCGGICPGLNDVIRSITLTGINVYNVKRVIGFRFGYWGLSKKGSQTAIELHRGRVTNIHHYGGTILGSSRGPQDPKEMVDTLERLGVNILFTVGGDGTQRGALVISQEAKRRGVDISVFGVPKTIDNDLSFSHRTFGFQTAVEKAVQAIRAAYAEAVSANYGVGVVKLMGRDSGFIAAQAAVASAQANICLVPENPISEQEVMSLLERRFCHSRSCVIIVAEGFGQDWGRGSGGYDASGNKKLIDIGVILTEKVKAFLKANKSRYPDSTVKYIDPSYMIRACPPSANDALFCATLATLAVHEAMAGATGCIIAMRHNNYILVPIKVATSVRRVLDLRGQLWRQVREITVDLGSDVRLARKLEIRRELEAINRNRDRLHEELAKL
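Activity is normalized to no-enzyme wells (full inhibition) and 1.25 nM enzyme wells (no inhibition). Reaction: 0.5 mM F6P, 0.1 mM ATP, 45 min RT, ADP-Glo luminescence; concentration-response curves fitted and classed by quality.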
TCR activator: activators of T cell receptors; Potency, µM (top dose mostly 9.22 µM), inactives show at the top dose activation of IL-2 secretion, hits mostly activators; 330,000 tested, under 10 active; primary human leukocytes, anti-CD3, IL-2 HTRF, 48 h; AID 504894; note: % of control where 0% means no effect
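Using a-CD3 beads without co-stimulation, primary human leukocytes were exposed to compounds for 48 hr. An HTRF IL-2 kit measured the cytokine, with europium-to-d2 energy transfer producing emission at 665nm upon 320nm excitation.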
Mito fusion yeast: inhibitors of mitochondrial division or activators of mitochondrial fusion | S. cerevisiae fusion-defective mutant growth rescue, CellTiterGlo 48 h | AID 485298 | 320,000 compounds, 0.23% hits | Potency, µM (highest dose often 46.1 µM), for inactives: at the top dose growth rescue (activation), actives largely listed as activators;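 note: potency is the fitted concentration of half-maximal effect; % of control where 0% means no effect; nearly all actives have a fitted effect of over 45% in size; temperature-sensitive fusion mutants such as fzo1-1 at 37 °C on non-fermentable ethanol glycerol medium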
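Temperature-sensitive fusion-defective S. cerevisiae (e.g. fzo1-1, mgm1-5) were grown with compound in YPEG medium (3% ethanol, 3% glycerol) for 48 hours at 37C. Growth rescue was measured as viability by CellTiterGlo luminescence after 10 minutes at ambient.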
Active calls of the source: *; i = inactive; ? = inconclusive; nt = no result given; [ ] = remark or other dose. Unless noted, calls come from the whole dose curve; as a rule, active = well fitted curve in the direction sought with a large enough effect; inconclusive = small, poorly fitted or top-dose-only effect, or another doubt; inactive = no such curve, though single readings can be large; an effect the other way counts as inactive or inconclusive.

Below each compound – ELG1 DNA repair, PTAP TSG101 blk, Chronic BCR inh, A-T KAP1 phos, TSHR antag, S-ASM inh, Integrin act MD, Eya2 phos inh, Tb PFK block, TCR activator, Mito fusion yeast
- COc1ccc(CCn2c(C)cc3c(c2=O)C(c2ccc4c(c2)OCO4)C(C#N)=C(N)O3)cc1OC (centres undefined)
→ ?, -0.3%, -7.0%, 1.0%, -12.4, -1.9%, -31.7%, 1.2%, 1.5%, 2.6%, -1.2%
- Cc1c(NC(=O)C2CCCN2S(=O)(=O)c2ccccc2)c(=O)n(-c2ccccc2)n1C (centres undefined)
→ -0.3%, -0.3%, 1.5%, -5.9%, 7.2, 1.6%, 11.9%, 1.9%, 6.1%, -1.4%, 1.6%
- CN(CC(=O)Nc1ccccc1C(F)(F)F)C(=O)CSc1nnnn1C
→ 1.6%, -1.3%, 0.1%, -0.9%, 1.4, 1.3%, 44.9%, -2.6%, 4.3%, -10.7%, -3.5%
- CCN(CC)Cc1nc2c(c(=O)[nH]1)C1(CCCCC1)Cc1ccccc1-2
→ -0.8%, 0.7%, 13.9%, 2.8%, -7.1, -0.1%, -6.7%, 6.9%, -10.8%, nt, -2.3%
- COc1ccccc1CNC(=O)CCS(=O)(=O)c1cccc2nonc12
→ -2.1%, -3.6%, 0.7%, 3.1%, 20.4, 1.7%, 17.3%, 3.1%, 2.9%, 6.3%, 3.1%
- O=C(O)c1cccc(S(=O)(=O)N2CCc3ccccc3C2)c1
→ 5.3%, 0.1%, 6.5%, -2.9%, 3.2, -1.5%, 5.8%, 19.1%, 0.5%, -10.7%, -8.3%
- COc1ccc(OCC(=O)Nc2cccc(S(=O)(=O)N(C)c3ccccc3)c2)c([N+](=O)[O-])c1
→ ?, -4.4%, -2.8%, -2.4%, -12.8, 3.4%, 8.6%, 5.1%, 1.7%, 5.9%, 1.5%
- Cc1ccccc1Nc1cccc2nonc12
→ 3.7%, -0.4%, -16.3%, 9.4%, -13.6, -6.7%, -1.6%, 0.6%, -16.3%, 3.2%[46.1 µM], -3.5%
- N/C(Cc1cccc2ccccc12)=N\OC(=O)Cc1cccs1
→ ?, 0.9%, ?, nt, -41.2, -2.8%, 13.9%, -30.3%, 0.1%, -4.0%[46.1 µM], 16.1%
- Oc1ccc2ccccc2c1C=Nc1ccccc1-c1nc2ccccc2[nH]1
→ ?, -0.1%, ?, 16.5%, 7.4, i, -30.3%, -1.4%, -5.9%, -18.5%, -1.2%
- CN(CC(=O)Nc1cccc(F)c1)CC(=O)Nc1ccc(Cl)cc1[N+](=O)[O-]
→ 4.9%, -4.6%, 4.8%, -1.1%, -4.5, -7.7%, 7.9%, 2.5%, -9.0%, 5.4%, 20.2%
- O=C(NCCN1CCOCC1)c1ccc2c(c1)N(Cc1ccccc1F)C(=O)c1ccccc1S2
→ -9.5%, -1.3%, -3.6%, -0.5%, -14.5, -2.5%, 12.8%, 5.3%, -2.2%, 2.0%, ?
- CC(NC(=O)Nc1cccc(Cl)c1)C(c1cccs1)N1CCCC1 (centres undefined)
→ -14.1%, -0.2%, ?, nt, 2.1, -0.7%, 2.9%, -1.4%, 0.7%, 1.1%[46.1 µM], -0.3%
- CCN(C(=O)c1cc2cc(OC)ccc2oc1=O)c1cccc(C)c1
→ -6.7%, -4.6%, 3.4%, 0.4%, -3.4, 10.1%, 15.0%, -1.5%, 1.0%, 3.7%, 3.8%
- CCC(C)N(C(=O)Cn1nc(C)c([N+](=O)[O-])c1C)C1CCS(=O)(=O)C1 (centres undefined)
→ 13.4%, -3.7%, 6.2%, -3.0%, 31.6, -0.5%, 1.5%, 10.9%, -6.7%, 5.8%, -2.8%
- COc1ccccc1CNC(=O)C1CCC(CNC(=O)[C@@H]2Cc3ccccc3CN2)CC1 (some centres undefined)
→ 10.9%, -6.5%, ?, -6.5%, 10.1, -1.9%, 19.8%, -8.8%, -6.8%, 5.2%, 0.6%
- CCOC(=O)c1ccccc1NC(=O)COC(=O)CCC(=O)c1ccc(C)cc1
→ 28.9%, -0.3%, -18.7%, 4.1%, 1.0, -5.4%, 0.4%, -44.5%, 3.7%, 9.9%, 8.3%
- C=CCN(C(=O)CNC(=O)c1ccco1)C(C(=O)NC1CCCCC1)c1cccnc1 (centres undefined)
→ 11.9%, -0.1%, -3.8%, 1.6%, -4.3, -1.5%, ?, 0.1%, 0.9%, 3.2%, 2.3%
- CCOc1ncccc1C(=O)OCC(=O)NCCc1ccc(OC)cc1
→ -3.3%, -2.5%, 7.9%, 3.0%, -5.9, -2.8%, -0.4%, -2.5%[15.4 µM], -5.3%, 5.5%, 4.8%
- O=C(CCl)N1N=C(c2cccs2)CC1c1ccco1 (centres undefined)
→ 23.1µM*, -0.8%, ?, 3.5%, 4.0, 6.0%, -65.0%[inhibitor], 7.1%, -3.2%, -0.8%, -14.5%
- O=C(CCSCCc1ccccn1)Nc1ccc(Cc2ccncc2)cc1
→ 5.7%, -5.8%, 1.0%, -1.7%, 1.2, 2.4%, 3.8%, -3.4%, -0.6%, 5.1%, -4.4%
- O=C(Nc1ccc2[nH]c(=O)[nH]c2c1)c1cc(F)c(F)cc1Cl
→ 0.7%, -1.5%, -0.3%, 9.1%, 2.5, 0.0%, 10.2%, -14.0%, 3.9%, -3.2%, -2.2%
- O=C(COc1ccccc1)NCC(=O)Nc1ccc(S(=O)(=O)NCc2ccco2)cc1
→ 2.5%, -0.5%, -17.7%, -2.5%, -4.6, -1.6%, -4.2%, -20.9%, 0.9%, -1.6%, 0.8%
- O=C(COc1ccc(F)cc1)c1c(O)cc(O)cc1O
→ ?, 0.3%, 3.3%, 10.1%, -1.9, -6.5%, 12.2%, 5.6%, -1.5%, 0.5%, 2.5%
- COc1ccc(CNC(=O)c2cc3c(=O)n4ccccc4nc3n(Cc3cccnc3)c2=N)cc1
→ -18.6%, -3.7%, 0.0%, 2.5%, -7.5, 120.3%[activator], -31.5%[7.66 µM], 6.1%, -4.9%, -36.5%, -14.1%
- CCn1nc(C(=O)OCC(=O)NCCN2C(=O)CSC2=O)c2ccccc2c1=O
→ 17.5%, -4.2%, -0.4%, 0.2%, 11.7, -2.0%, 7.6%, 7.6%, 0.2%, -2.3%, -1.5%
- CN(C)CCNS(=O)(=O)c1ccc(Cl)cc1
→ -6.5%, -8.8%, -18.1%, -4.8%, 3.4, -0.7%, -16.1%, -0.4%, 4.7%, 6.9%[46.1 µM], -7.4%
- COc1ccc([C@H]2CC(=O)C=C(c3ccc(O)cc3)C2)cc1OC
→ -29.3%, -3.2%, ?, nt, -12.2, 0.4%, 0.0%, 4.1%, 1.5%, -2.4%, 3.5%
- CCn1c(NCCO)nc2c(c1=O)C(C)(CC)Cc1ccccc1-2 (centres undefined)
→ -4.7%, -7.0%, -8.4%, 3.6%, -1.6, 28.3%, -15.1%, -0.6%, 2.1%, -2.4%, 3.9%
- COC(=O)c1ccc(C2C(C(=O)OCC(C)C)=C(C)N=C3SCCC(=O)N32)cc1 (centres undefined)
→ -2.7%, -11.4%, 5.5%, 2.1%, 23.2, ?, 0.0%, 7.7%, -1.3%, 3.3%, 1.8%
- COC(=O)[C@@H]1CCCN1Cc1nc(Cc2ccc(OC)c(OC)c2)no1
→ 4.6%, -5.9%, ?, -3.8%, 18.9, 1.2%, -21.8%, 4.3%, 4.6%, 8.5%, -3.3%
- Cn1ccc2c([N+](=O)[O-])cccc2c1=O
→ ?, -5.9%, 6.3%, 0.6%, 2.4, -0.7%, -13.8%, -6.1%, 2.0%, -0.9%, -5.6%

Rows are unselected; 3.2% or so of the library scored in one or more.
